Screens deposited in PubChem by National Center for Advancing Translational Sciences (NCATS).
FUS suppressor – FUS proteinopathy suppression in yeast | S. cerevisiae FUS-expressing, growth rescue, OD600, 24 h | Potency, µM (series often up to 76.6 µM), inactives show at the highest dose growth rescue (activation), actives largely listed as activators | actives 0.24% (n = 390,000) | AID 1347120;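 further: potency means the concentration at half of the fitted maximal effect; plate controls were DMSO vehicle for no effect and reference control for full effect; nearly all actives have a fitted effect of over 55% in size; some results filed as inactive show a strong effect at the top dose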
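S. cerevisiae expressing FUS from galactose induction served as the toxicity model. Growth after 24hr at 30C, read as absorbance at 600 nm, indicates suppression of toxicity; compounds dosed at several concentrations.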
PI5P4Ka inh – PI5P4K alpha (human) kinase inhibition | P48426 | PI5P4Kalpha enzyme, ADP-Glo luminescence, 60 min; active compounds read low | max response, % | actives 1.2% (n = 330,000); active means max response of -50% or lower; inconclusive means between -30% and -50%; inactive means -30% or higher; further: value at the top dose of about 77 µM; on the % scale 0 is the no-effect control and ±100 the full control effect
Target sequence (P48426 whole entry, looked up): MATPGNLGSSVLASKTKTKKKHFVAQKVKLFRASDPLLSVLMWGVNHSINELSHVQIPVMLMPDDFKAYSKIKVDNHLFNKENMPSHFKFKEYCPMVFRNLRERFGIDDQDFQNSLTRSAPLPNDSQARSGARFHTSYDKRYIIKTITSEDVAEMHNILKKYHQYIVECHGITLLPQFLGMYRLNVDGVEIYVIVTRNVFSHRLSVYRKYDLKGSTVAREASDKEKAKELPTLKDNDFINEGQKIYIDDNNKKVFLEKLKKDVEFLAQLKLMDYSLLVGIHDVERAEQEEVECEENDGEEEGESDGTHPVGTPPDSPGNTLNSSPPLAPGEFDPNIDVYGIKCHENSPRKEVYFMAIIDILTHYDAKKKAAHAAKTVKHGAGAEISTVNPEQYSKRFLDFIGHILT
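Enzyme plus substrate dispensed, test compounds pinned in, then ATP (5 microM final) added. After 60 min at RT, ADP-Glo reagent 1 for 45 min and reagent 2 for 30 min preceded luminescence imaging.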
Abeta yeast res – compounds reversing amyloid beta toxicity in yeast | yeast expressing A-beta42, growth rescue, OD600, 48 h; response scale: 0% DMSO, 100% iron-clioquinol control | Potency, µM (series often up to 46.1 µM), inactives show at the highest dose growth rescue, most hits filed as activators | actives 0.063% (n = 410,000) | AID 1347071; further: potency means the concentration at half of the fitted maximal effect; nearly all actives have a fitted effect of over 55% in size
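Growth rescue measured by 600 nm absorbance after 48 h yeast culture at 30 C with compound. Values normalized between DMSO and an equimolar ferric chloride plus clioquinol control.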
EPAC1 ag – activates human EPAC1 exchange factor; actives 0.073% (n = 360,000); AID 720707; EPAC1 agonist qHTS, biochemical assay; response scale: 100% = response to 6.5 mM cAMP; Potency, µM (titrated, usually from 154 µM), inactives show at the highest dose activation, usual class: activators; further: potency means the concentration at half of the fitted maximal effect; nearly all actives have a fitted effect of over 60% in size
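Multi-concentration qHTS readout: loss of Rap1B-bound BODIPY-GDP fluorescence driven by 100 nM EPAC1 with excess GDP (50 uM), monitored kinetically at room temperature; agonist response expressed relative to 6.5 mM cAMP.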
WRN inhibitor – WRN helicase (human) inhibition; WRN helicase unwinding, fluorescent forked duplex, kinetic; Potency, µM (doses to about 114 µM), without a hit: top-dose activity change, negative = inhibition, actives largely listed as inhibitors; actives 0.46% (n = 360,000); further: potency means the concentration at half of the fitted maximal effect; on the % scale 0 is the no-effect control and ±100 the full control effect; nearly all actives have a fitted effect of over 55% in size
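WRN at 20 nM final preincubated with compound 15 min at room temperature; reaction started with 100 nM fluorophore/quencher forked duplex oligonucleotide and 2 mM ATP final. Unwinding followed kinetically by red fluorescence (ex 525, em 598 nm).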
IL-2 act – activates IL-2 in a cell-based reporter assay; IL-2 activation reporter assay, cell-based qHTS; stimulated with anti-CD3/CD4/CD28 beads; in transgenic mouse T cells; activation, % (series mostly up to about 46 µM); actives 0.065% (n = 360,000); AID 652025; in the data active means activation above about 50%; inconclusive means mostly about 30% to 49%; further: 0% is about no effect
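Readout: EGFP and DsRed signals by fluorescent plate cytometry. Unstimulated transgenic mouse T cells received compound 60 min before antibody-bead stimulation, then incubated 18 h at 37 degrees C.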
PLK1 PBD block – PLK1 (human) polo-box domain binding inhibition. actives 2.8% (n = 360,000). P53350. Potency, µM, for the others: max response, negative = inhibition, most hits filed as inhibitors. AID 720504. Plk1 PBD binding of FITC phosphopeptide, fluorescence polarization; further: potency means the concentration at half of the fitted maximal effect; series mostly up to about 57 µM; on the % scale 0 is the no-effect control and ±100 the full control effect; nearly all actives have a fitted effect of over 65% in size
Target sequence (P53350 whole entry, looked up, the tested form may be a part): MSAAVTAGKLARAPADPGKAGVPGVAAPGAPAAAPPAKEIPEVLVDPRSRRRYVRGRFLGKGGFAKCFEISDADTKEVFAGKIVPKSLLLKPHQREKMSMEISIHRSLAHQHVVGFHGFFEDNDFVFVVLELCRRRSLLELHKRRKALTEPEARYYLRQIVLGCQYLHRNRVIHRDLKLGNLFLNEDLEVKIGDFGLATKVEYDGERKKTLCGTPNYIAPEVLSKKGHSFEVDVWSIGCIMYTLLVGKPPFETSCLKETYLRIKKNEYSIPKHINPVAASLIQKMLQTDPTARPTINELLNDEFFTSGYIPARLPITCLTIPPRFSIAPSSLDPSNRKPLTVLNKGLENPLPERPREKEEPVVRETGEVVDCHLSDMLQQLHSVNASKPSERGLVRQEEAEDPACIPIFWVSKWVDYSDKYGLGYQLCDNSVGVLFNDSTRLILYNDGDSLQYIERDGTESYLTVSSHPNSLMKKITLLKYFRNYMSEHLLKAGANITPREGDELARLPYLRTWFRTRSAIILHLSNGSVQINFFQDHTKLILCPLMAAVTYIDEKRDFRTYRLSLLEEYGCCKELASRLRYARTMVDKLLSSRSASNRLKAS
EPAC1 antagonist – EPAC1 (human) antagonism; Potency, µM (doses to about 115 µM), without a hit: at the top dose activity change, negative = inhibition, hits mostly inhibitors; O95398; EPAC1 GEF assay, Rap1b-BODIPY-GDP exchange fluorescence; actives 0.14% (n = 360,000);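 further: potency means the concentration at half of the fitted maximal effect; plate controls were vehicle for no effect and positive control for full effect; nearly all actives have a fitted effect of over 50% in size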
Active calls of the source: *; ? = inconclusive; nt = no result given; [ ] = dose if it differs, or a comment. Unless noted, the call rests on the fitted dose curve; in most records, active means well fitted curve in the direction sought with a large enough effect; inconclusive means small, poorly fitted or top-dose-only effect, or another doubt; inactive means no such curve, though single readings can be large; an effect the other way counts as inactive or inconclusive. No enrichment for hits; about 4.1% have a hit in one of these screens.

SMILES	FUS suppressor	PI5P4Ka inh	Abeta yeast res	EPAC1 ag	WRN inhibitor	IL-2 act	PLK1 PBD block	EPAC1 antagonist
COC(=O)[C@@H]1C[C@@]2(O)[C@H](O)[C@H](O)[C@H](O)C[C@H]2N1Cc1ccccc1OS(=O)(=O)c1ccc(C)cc1	-17.2%	2.2	-2.1%	-5.7%	-4.8%	0.9	-21.9%	-15.4%
CC1=C(C(=O)N(C(C)C)C(C)C)CC(CC(=O)NCCN2CCOCC2)C(=O)N1CCCN1CCCC1=O (stereo not given)	-8.8%	3.3	-7.7%	1.0%	0.2%	-0.5	-7.9%	-8.8%
Cc1ccccc1N(CC(=O)NC1CCCC1)C(=O)C1(C)CC(=O)N=C2C=CC(Cl)=CN21 (stereo not given)	-0.3%	6.0	-13.9%	-6.2%	10.3%	-0.3	1.3%	-16.0%
CCOc1ccccc1N1CCN(C(=O)c2ccc3nc(N)sc3c2)CC1	35.9%	4.0	8.8%	7.6%	?	-0.4	-14.7%	-21.9%
O=C(COC(=O)c1ccco1)Nc1ccccc1[N+](=O)[O-]	-7.6%	-26.6	1.6%	1.1%	?	-3.3	-5.6%	8.5%
O=C(CNC(=O)c1ccco1)OCC(=O)c1ccc(Br)cc1	-7.4%	3.5	6.5%	2.1%	-13.8%	0.8	-7.0%	2.5%
CC(C)C1COC(c2cccn2Cc2ccccc2Cl)=N1 (stereo not given)	7.6%	17.6	5.0%	13.4%	-26.7%[57.1 µM]	3.1	-12.2%	5.8%
Cn1c2ccccc2c2nnc(SC3CCOC3=O)nc21 (stereo not given)	11.5%	-3.8	7.4%	9.3%	-0.3%	-1.8	3.4%	-8.3%
O=C(Nn1c(-c2ccc(F)cc2)nc2ccccc2c1=O)c1cccnc1	6.0%	1.9	-0.4%	-0.2%	-0.2%	1.9	-8.3%	-18.6%
COc1ccc(-c2csc3ncnc(NCCO)c23)cc1	-59.2%	-0.7	-17.8%	6.4%	8.0%	0.3	4.5%	27.3%
OC1CCCN(Cc2ccc3c(c2)Cc2ccccc2-3)C1 (stereo not given)	-10.4%	nt	-3.6%	0.8%	10.0%	0.9	0.0%	-3.6%
CCC(=O)Nc1ccc(NC(=O)c2cc3ccccc3o2)c(OC)c1	0.0%	-2.4	-18.7%	3.2%	2.1%	0.9	-12.8%	-10.7%

Only PLK1 PBD block and EPAC1 ag, for some of the entries so far:
| molecule | PLK1 PBD block | EPAC1 ag |
| --- | --- | --- |
| CCC(=O)Nc1ccc(NC(=O)c2cc3ccccc3o2)c(OC)c1 | -12.8% | 3.2% |
| Cc1ccccc1N(CC(=O)NC1CCCC1)C(=O)C1(C)CC(=O)N=C2C=CC(Cl)=CN21 (stereo not given) | 1.3% | -6.2% |

New compounds follow.
SMILES	FUS suppressor	PI5P4Ka inh	Abeta yeast res	EPAC1 ag	WRN inhibitor	IL-2 act	PLK1 PBD block	EPAC1 antagonist
O=C(Cn1cnc2c(cnn2-c2ccc(F)cc2)c1=O)N1CCN(c2ccccc2F)CC1	10.8%	nt	-1.8%	-2.1%	-5.6%	2.0	4.5%	1.2%
CN(C)c1ccc(-c2csc(C(C)(O)c3ccc(F)c(F)c3)n2)cc1 (stereo not given)	17.9%	27.3	?	4.5%	-5.6%	-0.4	-8.7%	-10.1%
COc1cccc(N(CC(=O)N2CCCC2)S(C)(=O)=O)c1	-28.3%	-7.7	-2.8%	-3.5%	8.8%	-2.4	-2.9%	-11.2%
COc1ccc(OC)c(NC(=O)CSc2nc3[nH]c(=O)[nH]c(=O)c3s2)c1	23.1%	?	-8.5%	-5.1%	-28.3%	-4.4	-9.1%	?
CC(=O)/C(N=Nc1ccc(C(=O)O)cc1)=C(\C)O	17.8%	5.2	-3.3%	7.8%	-2.8%	0.1	1.8%	-19.2%
CCCN1C2CCCC1CC(NC(=O)c1cccc([N+](=O)[O-])c1)C2 (stereo not given)	21.4%	4.0	-8.0%	-2.1%	2.6%	0.6	1.6%	-12.2%
CCCN(CCC)C(=O)Cc1ccc(F)cc1	15.1%	1.0	?	-1.8%	-0.3%	2.7	-20.2%	-35.2%
COc1ccc(OC)c(NC(=O)C2CCCN2C(=O)C2CCC(C)CC2)c1 (stereo not given)	16.8%	-0.5	-2.1%	-1.3%	0.7%	0.5	-23.6%	-12.1%
CC(=O)c1ccc(OCCCC(=O)OCc2nnc(-c3ccc(Cl)cc3)o2)cc1	?	nt	10.8%	14.1%	-9.3%	1.0	-4.6%	-4.6%
CCc1nc(SCC(=O)Nc2cc(C)on2)c2c(=O)n(C)c(=O)n(C)c2n1	-11.1%	2.3	-6.4%	3.7%	3.3%	-3.4	-0.8%	-14.4%
CCN(CC)S(=O)(=O)c1ccc(S(=O)(=O)Nc2ccc3c(c2)oc2ccccc23)cc1	?	0.3	17.7%	8.4%	-14.1%	-1.7	-3.4%	-1.3%
CCOC(=O)c1sc(NC(=O)Nc2ccccc2)cc1C	nt	-7.8	2.5%	-5.4%	-35.8%	-0.8	-6.5%	-4.7%

Four entries drawn at random from the list so far, as already listed:
SMILES	FUS suppressor	PI5P4Ka inh	Abeta yeast res	EPAC1 ag	WRN inhibitor	IL-2 act	PLK1 PBD block	EPAC1 antagonist
COc1ccc(OC)c(NC(=O)CSc2nc3[nH]c(=O)[nH]c(=O)c3s2)c1	23.1%	?	-8.5%	-5.1%	-28.3%	-4.4	-9.1%	?
CCCN(CCC)C(=O)Cc1ccc(F)cc1	15.1%	1.0	?	-1.8%	-0.3%	2.7	-20.2%	-35.2%
CN(C)c1ccc(-c2csc(C(C)(O)c3ccc(F)c(F)c3)n2)cc1 (stereo not given)	17.9%	27.3	?	4.5%	-5.6%	-0.4	-8.7%	-10.1%
O=C(Cn1cnc2c(cnn2-c2ccc(F)cc2)c1=O)N1CCN(c2ccccc2F)CC1	10.8%	nt	-1.8%	-2.1%	-5.6%	2.0	4.5%	1.2%

Further entries.
SMILES	FUS suppressor	PI5P4Ka inh	Abeta yeast res	EPAC1 ag	WRN inhibitor	IL-2 act	PLK1 PBD block	EPAC1 antagonist
O=C(CCCN1C(=O)/C(=C\c2cccs2)SC1=S)NNC(=O)c1ccncc1	-1.2%	-6.4	11.5%	-3.7%	-15.3%	-5.3	-13.3%	-5.1%
Cc1ccc(S(=O)(=O)c2cc(O)ccc2O)cc1C	-12.8%	-5.3	5.7%	-5.5%	4.5%	-1.4	1.6%	-10.6%
CCOC(=O)c1c(C)[nH]c(C(=O)OCC(=O)c2ccccc2)c1C	19.4%	-1.3	-21.5%	4.1%	3.4%	-6.7	3.8%	1.2%
Cc1ccc(C(=O)O/N=C(\N)c2ccccn2)cc1C	19.4%	-0.6	-14.9%	-7.4%	-8.9%	0.0	-13.4%	-23.9%
COc1ccc(C(=O)Oc2ccc(C)cc2)cc1S(=O)(=O)N1CCOCC1	9.6%	0.8	-6.0%	-4.1%	12.6%	-2.0	-0.1%	-6.7%
COc1cccc2c1cc1c(=O)n(CC(=O)N3CCCCCC3)nc(C)n12	-0.7%	-1.8	1.6%	4.7%	2.0%	13.0	-16.1%	-29.8%
CCOC(=O)C1(Cc2cccc(F)c2)CCN(C(=O)C2CCC2)CC1	-29.0%	2.2	16.1%	-1.9%	5.5%	-0.7	1.0%	7.4%
O=C(C1CC(=O)N(c2ccc(F)cc2)C1)N1CCCCCC1 (stereo not given)	6.4%	-5.6	6.0%	11.4%	11.4%	-0.2	-14.8%	6.2%
COc1cccc(Nc2nc(-c3sc(NC(=O)CC(C)C)nc3C)cs2)c1	?	-24.2	-13.4%	-21.7%	-3.5%	-2.3	-17.1%	9.7%
CC(=O)c1cccc(-c2ccnc3c2CC(C(=O)N2CCN(C)CC2)O3)c1 (stereo not given)	-20.3%	-2.8	1.4%	7.7%	-2.7%	1.7	-1.7%	-6.7%
C/C(=N\NC(=O)c1nnn(-c2nonc2N)c1-c1cccs1)c1cccc(O)c1	11.6%	0.0	-0.7%	11.6%	-6.4%	-0.6	-6.5%	-6.2%
CCOC(=O)N1CCC(c2cc(=O)n3[nH]c(-c4ccccc4)cc3n2)CC1	-15.7%	3.5	-19.9%	-6.3%	-2.5%	-1.2	-3.6%	-17.8%
Cc1ccn2c(Nc3ccccc3)c(-c3ccccn3)nc2c1	0.5%	2.7	11.7%	-4.0%	4.4%	1.3	4.6%	-5.5%
Cc1cccc(OCC(=O)N2CCN(S(C)(=O)=O)CC2)c1	-4.6%	-1.8	-2.5%	-4.7%	9.2%[57.1 µM]	0.5	-4.2%	-14.3%
O=C(COc1ccc([N+](=O)[O-])cc1)NNC(=O)Nc1ccc([N+](=O)[O-])cc1	?	-1.0	-0.1%	-20.6%	-1.8%[11.6 µM]	-6.1	-19.7%	-8.8%
CCn1nnc(NC(=O)CSc2ccc(Cl)cc2)n1	33.6%	nt	?	3.3%	?	-2.8	26.7µM*	-3.3%
CCCc1cc(C(=O)Nc2ccc(OC)cc2[N+](=O)[O-])cs1	24.7%	7.2	-8.8%	7.7%	1.6%	2.0	9.1%	7.6%
Cc1ccc(C)c(NC(=O)C2CC3CCC2C3)c1 (stereo not given)	-1.3%	0.5	26.2%	-10.0%	-1.1%	-1.9	-17.6%	-8.5%
C/C(=N\Nc1ccc([N+](=O)[O-])cc1)c1ccc(N2CCOCC2)cc1	-1.9%	0.9	-7.7%	-6.4%	-22.9%	-0.6	4.2%	-11.2%
COc1ccc(-n2ncc3c(=O)n(CC(=O)N(C(C)C)C(C)C)cnc32)cc1	14.1%	0.4	-22.2%	7.2%	7.7%	-0.1	-14.4%	-1.0%
CN(C)S(=O)(=O)c1ccc2c(c1)nc(CCC(=O)NCc1ccc(Cl)cc1)n2C	16.2%	-3.2	-12.3%	4.9%	-5.9%	-0.4	-7.9%	-9.7%
COc1ccc(NC(=O)N(C)C[C@H]2Oc3c(NC(=O)NC(C)C)cccc3C(=O)N([C@H](C)CO)C[C@@H]2C)cc1	-6.4%	-2.3	-2.9%	0.0%	2.4%	0.2	-16.1%	1.8%
CCNCCOC(c1ccccc1)c1ccccc1	5.8%	nt	6.8%	-0.6%	6.6%	-3.1	-11.3%	-2.1%
O=C(COc1ccc(Cl)cc1Cl)NC(=O)N1CCCCC1	-0.3%	nt	29.0%	-2.2%	-0.4%	0.3	0.4%	4.7%
CCOc1ccc(S(=O)(=O)N(CC)CC(=O)NC2CCS(=O)(=O)C2)cc1 (stereo not given)	-0.8%	-2.0	0.4%	4.2%	9.2%	-0.6	-7.3%	15.4%
CCCCCCc1cc2cc(S(=O)(=O)c3ccc(F)cc3)c(=O)oc2cc1O	28.7%	-4.2	-7.6%	-8.5%	8.7%	0.3	-8.8%	12.3%
